TDP43 rescue: inhibitors of TDP-43 toxicity in yeast; 410,000 tested, 1.8% active; Potency, µM (highest dose often 46.1 µM), for the others: at the top dose growth rescue (activation), hits mostly activators; TDP-43 expressing yeast growth rescue, BacTiter-Glo, 24 h; also: potency is read from the fitted curve at half-maximal effect; % of control where 0% means no effect; nearly all actives have a fitted effect of over 50% in size
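Cell-based yeast growth screen: TDP-43 expression induced in galactose, inoculum OD600=0.02 after raffinose pregrowth to mid-log. Read-out BacTiter-Glo luminescence at 24 hr, 30 deg C; inhibition of toxicity seen as signal increase.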
aSyn yeast inh: inhibitors of alpha-synuclein toxicity in yeast. Yeast expressing alpha-synuclein, growth rescue, BacTiter-Glo, 24 h. Potency, µM (doses to about 46.1 µM), for inactives: at the top dose growth rescue (activation), hits mostly activators. 370,000 tested, 0.14% active. AID 652106; also: potency is read from the fitted curve at half-maximal effect; % of control where 0% means no effect; nearly all actives have a fitted effect of over 65% in size
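Screening used galactose-induced yeast with toxic alpha-synuclein levels, exposed to compound for 24 hr at 30 deg C. Cell growth, read with BacTiter-Glo luminescence, gave the measured signal.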
DRD3 agonist: D3 dopamine receptor (human) agonism; P35462; D3R DiscoveRx beta-arrestin cells, luminescence, 90 min; max activation, %; 410,000 tested, 0.58% active; in the data active = max activation above about 30%; also: 0% is about no effect; mostly tested at two doses, the higher about 12 µM
Target sequence (P35462 whole entry, looked up): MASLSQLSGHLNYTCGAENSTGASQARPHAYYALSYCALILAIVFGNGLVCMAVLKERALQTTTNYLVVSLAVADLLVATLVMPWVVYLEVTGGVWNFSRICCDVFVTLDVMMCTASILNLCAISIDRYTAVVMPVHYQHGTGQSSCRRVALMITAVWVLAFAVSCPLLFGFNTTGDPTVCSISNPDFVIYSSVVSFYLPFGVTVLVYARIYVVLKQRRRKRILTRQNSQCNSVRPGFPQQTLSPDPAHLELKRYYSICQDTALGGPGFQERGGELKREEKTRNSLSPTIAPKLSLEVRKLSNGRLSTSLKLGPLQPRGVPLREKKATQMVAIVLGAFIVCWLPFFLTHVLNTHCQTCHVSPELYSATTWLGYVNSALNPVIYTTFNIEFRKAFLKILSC
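Cells at 1500/well, incubated overnight, then treated with pinned compounds (dopamine as control) for 90 min at 37 degrees C. DiscoveRx reagent added for 30 - 60 minutes at room temperature; luminescence read.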
EPAC2 ag: agonists of human EPAC2 (RAPGEF4) | 360,000 tested, 0.079% active | Q8WZA2 | AID 720711 | EPAC2 activation, biochemical qHTS; response scale: 100% = 6.5 mM cAMP response | Potency, µM (doses to about 154 µM), without a hit: top-dose activation, actives largely listed as activators; also: potency is read from the fitted curve at half-maximal effect; nearly all actives have a fitted effect of over 50% in size
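Nucleotide exchange monitored as fluorescence drop when BODIPY-GDP leaves Rap1B. Reaction: 100 nM EPAC2, 250 nM RAP1B-BODIPY-GDP, 50 uM GDP, room temperature, kinetic read over 30 min. Activity expressed relative to 6.5 mM cAMP.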
EPAC2 antag: EPAC2 (human) antagonism; Q8WZA2; EPAC2 GEF exchange of Rap1B-BODIPY-GDP, fluorescence; Potency, µM (titrated, usually from 114 µM), inactives show at the highest dose activity, negative = inhibition, most hits filed as inhibitors; 360,000 tested, 0.18% active; also: potency is read from the fitted curve at half-maximal effect; % is scaled to controls: 0 for no effect and ±100 for the full control effect; nearly all actives have a fitted effect of over 45% in size; many of its hits are not listed in these tables
Abeta yeast res: A-beta toxicity reversal in yeast; 410,000 tested, 0.063% active; AID 1347071; yeast expressing A-beta42, growth rescue, OD600, 48 h; response scale: 0% DMSO, 100% iron-clioquinol control; Potency, µM (highest dose often 46.1 µM), without a hit: top-dose growth rescue, most hits filed as activators; also: potency is read from the fitted curve at half-maximal effect; nearly all actives have a fitted effect of over 55% in size
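Growth rescue measured by 600 nm absorbance after 48 h yeast culture at 30 C with compound. Values normalized between DMSO and an equimolar ferric chloride plus clioquinol control.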
DRD3 antagonist: antagonists of human D3 dopamine receptor | D3R cells, DiscoveRx beta-arrestin luminescence, antagonist mode; active compounds read low | max response, negative = inhibition, % | 360,000 tested, 2.5% active | AID 652054; in the data active = max response below about -50%; inconclusive = no clear call, values can overlap the other calls; also: % is scaled to controls: 0 for no effect and ±100 for the full control effect; mostly tested at two doses, the higher about 12 µM
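Cells expressing the human receptor were seeded at 1500 cells/well, incubated overnight at 37 degrees C in 5% CO2, then exposed to library compounds with dopamine controls for 90 minutes at 37 degrees C before luminescent detection.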
FUS yeast rescue: FUS proteinopathy suppression in yeast. S. cerevisiae FUS-expressing, growth rescue, OD600, 24 h. Potency, µM (highest dose often 76.6 µM), for inactives: at the top dose growth rescue (activation), most hits filed as activators. 390,000 tested, 0.24% active;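 also: potency is read from the fitted curve at half-maximal effect; plate controls were DMSO vehicle for no effect and reference control for full effect; nearly all actives have a fitted effect of over 55% in size; some results filed as inactive show a strong effect at the top dose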
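Compound concentration series was pinned onto galactose-induced FUS-expressing yeast seeded at OD 0.005. Plates sat 24hr at 30C; absorbance at 600 nm gave growth. DMSO served as background control.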
The depositor's hits bear a star; ? = inconclusive; · = no result given; [ ] = remark or other dose. Unless noted, calls follow the shape of the dose curve; as a rule, active = well fitted curve in the direction sought with a large enough effect; inconclusive = small, poorly fitted or top-dose-only effect, or another doubt; inactive = no such curve, though single readings can be large; an effect the other way counts as inactive or inconclusive. The list is partial (hit frequency here may not be typical).

cpd | Structure | TDP43 rescue | aSyn yeast inh | DRD3 agonist | EPAC2 ag
1 | COc1ccc(C2=Nc3nc(-c4ccccc4)cn3C(c3ccc(OC)cc3)C2)cc1 (stereo unspecified) | ? | -4% | -5 | 3%
2 | O=C(Nc1ccccc1N1CCOCC1)c1ccc2nc[nH]c2c1 | 8% | -1% | -5 | -5%
3 | COc1ccccc1NC(=O)Cn1c(=O)n(-c2ccc(C)cc2)c(=O)c2c1cnn2C | 8% | · | -13 | ·
4 | CSc1nc(Oc2cccc(C(F)(F)F)c2)cc(C(F)(F)F)n1 | -3% | -6% | 1 | 3%
5 | O=C(CSc1nnc(-c2c[nH]c3ccccc23)o1)NCC1CCCO1 (stereo unspecified) | -14% | 0% | -6 | -4%
6 | CCCCOc1ccc(N2C(=O)CC(N(O)c3ccccc3)C2=O)cc1 (stereo unspecified) | -4% | 0% | -2 | 4%
7 | C=C(C)CN(CC)C(=O)c1ccc(OC2CCN(S(=O)(=O)N(C)C)CC2)cc1 | 1% | 8% | 3 | 6%
8 | CCOC(=O)c1sc(Nc2nc3c(F)cccc3s2)cc1C | 11% | -8% | -2 | 5%

cpd | EPAC2 antag | Abeta yeast res | DRD3 antagonist | FUS yeast rescue
1 | -1% | 4% | -19 | ?
2 | 9% | 4% | -10 | 2%
3 | · | 0% | · | 2%
4 | -22% | 8% | 0 | 12%
5 | -6% | -10% | -8 | ·
6 | 7% | -7% | -10 | 20%
7 | 0% | 4% | 23 | -1%
8 | 13% | 0% | 11 | ·

More results.
cpd | Structure | TDP43 rescue | aSyn yeast inh | DRD3 agonist | EPAC2 ag
9 | CCCOC(=O)c1ccc(NC(=O)c2cc(Cl)ccc2OC)cc1 | 25% | -13% | 8 | -6%
10 | Cc1ccc(NC(=O)CSCCc2ccccn2)nc1 | 4% | 13% | 1 | 2%
11 | CCOCCn1c(=NC(=O)/C=C/c2ccccc2Cl)sc2cc(NC(C)=O)ccc21 | -11% | -1% | -1 | 5%
12 | CCOc1ccc(-c2cc(C(=O)NCc3ccccc3)[nH]n2)c(C)c1 | 10% | -2% | -8 | -3%
13 | CCOC(=O)c1c(NC(=O)C2CCN(S(=O)(=O)c3cccs3)CC2)sc(C)c1C | 3% | 4% | 10 | -14%
14 | O=C(CSc1nnnn1Cc1ccccc1)c1ccccc1F | 9% | 4% | 1 | 9%
15 | Cc1cccc(-n2ccnc2SCC(=O)N2CCCc3ccccc32)c1C | 7% | 0% | -4 | 4%
16 | COc1ccc(NC(=O)c2ccc(-c3c(C)noc3C)c3ccoc23)cn1 | 0% | -4% | 6 | 6%

cpd | EPAC2 antag | Abeta yeast res | DRD3 antagonist | FUS yeast rescue
9 | 8% | -4% | 17 | ·
10 | -1% | 1% | -20 | 8%
11 | -13% | 5% | -5 | 6%
12 | -2% | -2% | 1 | -6%
13 | -1% | 1% | 0 | -9%
14 | -4% | -10% | 50 | 19%
15 | -4% | 12% | 4 | 7%
16 | -9% | ? | 28 | 23%

Pulled by compound from above:
cpd | Structure | TDP43 rescue | aSyn yeast inh | DRD3 agonist | EPAC2 ag
8 | CCOC(=O)c1sc(Nc2nc3c(F)cccc3s2)cc1C | 11% | -8% | -2 | 5%
2 | O=C(Nc1ccccc1N1CCOCC1)c1ccc2nc[nH]c2c1 | 8% | -1% | -5 | -5%
6 | CCCCOc1ccc(N2C(=O)CC(N(O)c3ccccc3)C2=O)cc1 (stereo unspecified) | -4% | 0% | -2 | 4%
10 | Cc1ccc(NC(=O)CSCCc2ccccn2)nc1 | 4% | 13% | 1 | 2%

cpd | EPAC2 antag | Abeta yeast res | DRD3 antagonist | FUS yeast rescue
8 | 13% | 0% | 11 | ·
2 | 9% | 4% | -10 | 2%
6 | 7% | -7% | -10 | 20%
10 | -1% | 1% | -20 | 8%

Further compounds:
cpd | Structure | TDP43 rescue | aSyn yeast inh | DRD3 agonist | EPAC2 ag
17 | Clc1ccc2oc(-c3ccccc3)cc(=NCCCN3CCOCC3)c2c1 | 27% | 0% | -6 | -9%
18 | CC1=C(C#N)CCC(=O)N1Cc1c(C)cc(C)cc1C | ? | 0% | -3 | -11%
19 | O=C(Cn1nnc2ccccc2c1=O)NCCc1ccccc1 | 7% | 0% | -9 | 1%
20 | CCn1ncc(-c2ccnc3cc(C(=O)O)nn23)c1C | -20% | 5% | 10 | 5%
21 | CCCOC(=O)C1=C(C)NC2=C(C(=O)CCC2)C1c1cccs1 (stereo unspecified) | -12% | 6% | -6 | -8%
22 | COc1ccc2c(c1)nc(SCC(=O)C(C)(C)C)n2C | -11% | -5% | -1 | 8%
23 | Cc1cccc(NC(=O)Cn2ccn(-c3ccc4c(c3)OCCO4)c(=O)c2=O)c1 | -8% | 1% | 4 | -4%
24 | COc1ccc(NC(=O)CN(Cc2ccccc2)S(C)(=O)=O)cc1OC | 9% | 2% | 4 | -2%

cpd | EPAC2 antag | Abeta yeast res | DRD3 antagonist | FUS yeast rescue
17 | -19% | -6% | -6 | -8%
18 | 1% | ? | -15 | -22%
19 | 1% | -10% | -27 | ·
20 | 6% | 15% | 1 | 11%
21 | -1% | 6% | 11 | 15%
22 | -14% | -17% | -15 | -1%
23 | 10% | -16% | 17 | 12%
24 | 1% | 15% | 7 | -3%

Continuation.
cpd | Structure | TDP43 rescue | aSyn yeast inh | DRD3 agonist | EPAC2 ag
25 | CCCCN1CN(S(=O)(=O)c2ccc(OC)cc2)c2nc3ccccc3nc21 | 16% | 1% | 4 | 18%
26 | O=C(c1ccc(CNS(=O)(=O)c2cccc(C(F)(F)F)c2)cc1)N1CCOCC1 | -13% | 2% | 3 | -21%
27 | COc1nc(N2CCCCCC2)nc(N2CCCCCC2)n1 | -1% | -2% | 12 | 12%
28 | CC(=O)Nc1ccc(N=Cc2ccc(OCc3ccccc3)cc2)cc1 | 0% | 9% | -2 | -5%
29 | O=C(Nc1ccc(F)cc1C(F)(F)F)C1CCN(c2ncccn2)CC1 | ? | · | 4 | ·
30 | COc1cccc2cc(-c3nnc(SCC(=O)Nc4nc(C)cs4)n3C)oc12 | -10% | -1% | 0 | 4%
31 | O=C(CSc1nnc(C2CC2)n1-c1ccccc1)NCCc1ccccc1 | -34%[inhibitor] | 2% | -3 | 4%
32 | COc1ccc(C(C)(C)C)cc1NC(=O)c1ccccc1-n1cnnn1 | -15% | 2%[1.84 µM] | -13 | 3%

cpd | EPAC2 antag | Abeta yeast res | DRD3 antagonist | FUS yeast rescue
25 | -16% | -6% | 1 | 30%
26 | -1% | -9% | -21 | 36%
27 | -8% | 14% | 14 | 42%
28 | 2% | 2% | -24 | ·
29 | · | 0% | · | 2%
30 | -1% | -6% | 2 | 7%
31 | -7% | 7% | -60* | 3%
32 | -4% | -14% | -19 | 16%

Later entries
cpd | Structure | TDP43 rescue | aSyn yeast inh | DRD3 agonist | EPAC2 ag
33 | CN(C)C(=O)CSc1nnc(Cc2ccc3c(c2)OCO3)o1 | -15% | -4% | -4 | 10%
34 | O=C(c1ccc(=O)[nH]n1)N1CCN(S(=O)(=O)c2ccc3ccccc3c2)CC1 | -8% | -7% | -7 | 7%
35 | COc1cc2ccc(NC(C)=O)cc2cc1OC | 11% | -2% | 4 | 0%
36 | CCOC(=O)[C@]12CCCC=C1N(Cc1ccco1)C(=O)[C@H](CC(=O)N1CCCC1)C2 | 7% | -5% | 0 | 3%
37 | O=C(COC(=O)c1cnccn1)c1ccc(Cl)c([N+](=O)[O-])c1 | ? | -7% | -25 | 2%
38 | CCCCCNC(=O)C(c1ccc(OC)cc1)n1c(=O)c(-c2ccco2)nc2ccccc21 (stereo unspecified) | ? | 8% | -3 | 16%
39 | O=c1[nH]cnc2scc(-c3ccc(-c4ccccc4)cc3)c12 | 23% | 14% | 11 | -8%
40 | O=C(CN(CCO)c1ccccc1)NC12CC3CC(CC(C3)C1)C2 | 4% | 1% | 2 | 0%

cpd | EPAC2 antag | Abeta yeast res | DRD3 antagonist | FUS yeast rescue
33 | 3% | -1% | -14 | 5%
34 | -11% | -10% | -4 | 12%
35 | -11% | 5% | 0 | -16%
36 | 4% | -12% | -17 | 2%
37 | 4% | 7% | -4 | -12%
38 | ? | 2% | -27 | ?
39 | -5% | -6% | 11 | -4%
40 | 10% | 21% | -12 | 5%

The list goes on:
cpd | Structure | TDP43 rescue | aSyn yeast inh | DRD3 agonist | EPAC2 ag
41 | N=c1sccn1CC(=O)Nc1ccc(Cl)cc1[N+](=O)[O-] | -8% | 4% | -14 | 8%
42 | CC(NC(=S)Nc1ccccc1C(F)(F)F)C1CC2CCC1C2 (stereo unspecified) | 0% | 0% | 0 | 1%
43 | Nc1nc(-c2ccc(C(=O)O)cc2)cs1 | 13% | -1% | 2 | 5%
44 | NS(=O)(=O)c1ccc(CNC(=O)C(Cc2ccccc2)NS(=O)(=O)c2ccccc2F)cc1 (stereo unspecified) | 9% | 2% | -2 | -2%
45 | CCSc1nnc(SCC(=O)NNC(=O)c2ccccc2F)s1 | 11% | -4% | 4 | 13%
46 | CC1(OC(=O)C2CCCC2)C(=O)C=C2C=C3CCCCN3C=C2C1=O (stereo unspecified) | -8% | -5% | 1 | 1%
47 | O=C(NCc1ccco1)C1CCCN(S(=O)(=O)c2cccc3cccnc23)C1 (stereo unspecified) | -1% | -3% | -2 | 6%
48 | Cc1noc(C)c1CCC(=O)N1CCCC(CO)(Cc2ccccc2)C1 (stereo unspecified) | 0% | -2% | 6 | 7%

cpd | EPAC2 antag | Abeta yeast res | DRD3 antagonist | FUS yeast rescue
41 | -1% | 0% | -25 | 0%
42 | -6% | ? | 13 | 5%
43 | 4% | -6% | -18 | 19%
44 | 5% | 4% | -2 | 11%
45 | 7% | 3% | 6 | 2%
46 | -7% | -9% | -9 | 42%
47 | -9% | -11% | -21 | 1%
48 | 9% | 6% | -2 | 10%

Continued.
cpd | Structure | TDP43 rescue | aSyn yeast inh | DRD3 agonist | EPAC2 ag
49 | O=C(NC(=S)Nc1ccc2oc(=O)ccc2c1)c1ccccc1F | 4% | -3% | -2 | -2%
50 | CN(C)C(=S)NC1CCS(=O)(=O)C1 (stereo unspecified) | -11% | -1% | 7 | 9%
51 | COc1cccc(S(=O)(=O)N2CCOCC2)c1 | -5% | -5% | 0 | 3%
52 | COc1ccc(S(=O)(=O)N2CCC(C(=O)N3CCCC3)CC2)cc1C | 5% | -5% | -2 | -5%

cpd | EPAC2 antag | Abeta yeast res | DRD3 antagonist | FUS yeast rescue
49 | -4% | -4% | -11 | -10%
50 | 3% | -5% | 3 | -23%
51 | 14% | 8% | 13 | 18%
52 | 3% | 5% | 11 | -2%

Source: PubChem
